TNAP act hiacc = increases human TNAP activity under high phosphate acceptor concentration. P05186. purified TNAP, CDP-star luminescence, 1 M DEA, 30 min; hits give high values; 0 = EDTA background, 1 = DMSO-only activity. activation factor at 20 µM. 200,000 tested, under 10 active;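 active = activation factor at least 2 at 20 µM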
Target sequence (P05186 whole entry, looked up): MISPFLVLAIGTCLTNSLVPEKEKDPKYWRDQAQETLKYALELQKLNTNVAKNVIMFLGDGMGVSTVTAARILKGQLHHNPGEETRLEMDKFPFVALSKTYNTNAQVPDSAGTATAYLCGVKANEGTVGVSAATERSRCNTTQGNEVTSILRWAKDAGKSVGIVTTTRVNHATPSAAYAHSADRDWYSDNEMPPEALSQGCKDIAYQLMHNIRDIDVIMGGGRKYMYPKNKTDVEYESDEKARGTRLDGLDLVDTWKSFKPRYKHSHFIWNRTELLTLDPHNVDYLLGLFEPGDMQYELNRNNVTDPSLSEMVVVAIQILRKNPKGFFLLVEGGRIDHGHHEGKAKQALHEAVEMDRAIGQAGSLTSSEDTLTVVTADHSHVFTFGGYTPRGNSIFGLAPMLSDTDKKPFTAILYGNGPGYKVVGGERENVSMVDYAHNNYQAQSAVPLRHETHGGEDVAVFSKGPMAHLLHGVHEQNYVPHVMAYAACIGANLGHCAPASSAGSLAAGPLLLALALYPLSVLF
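Dosing: 20 µM single point. System: human TNAP. Amount: TNAP 1/800 final. Incubation: 30 min, room temperature. Read-out: TNAP activation factor scaled between EDTA and DMSO control wells. Signal: luminescence from CDP-star hydrolysis. Medium: 1 M DEA, pH 9.8, Mg2+, Zn2+. Control set: EDTA negative control, DMSO positive control.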
TNAP inh hiacc = blocks human TNAP under high phosphate acceptor concentration; purified TNAP, CDP-star luminescence, 1 M DEA; 0.03% of 200,000 active; P05186; inhibition, % at 20 µM;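 active = over 50% inhibition of tissue-nonspecific alkaline phosphatase at 20 µM in the single-dose screen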;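 also: plate controls were DMSO wells for no effect and EDTA-quenched wells as full inhibition for full effect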
APP 5'UTR act = APP 5'UTR luciferase reporter activation. SH-SY5Y APP 5'UTR luciferase reporter, luminescence; zero percent = DMSO vehicle wells. activation, % at 2 µM. 1% of 190,000 active;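 active = activation above a set limit, based on mean plus 3 SD of controls, cut at about 140% in these data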; also: values of inactives mirror those of a sister screen read the other way
PMI activator = activators of human phosphomannose isomerase; P34949; purified human PMI, coupled resazurin fluorescence, 20 min; hits give high values; 1 = vehicle control, 0 substrate-free wells; activation factor at 20 µM; 0.005% of 190,000 active; AID 1214;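 active = activation factor of 2 or more at 20 µM, relative to plate controls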
Target sequence (P34949 whole entry, looked up): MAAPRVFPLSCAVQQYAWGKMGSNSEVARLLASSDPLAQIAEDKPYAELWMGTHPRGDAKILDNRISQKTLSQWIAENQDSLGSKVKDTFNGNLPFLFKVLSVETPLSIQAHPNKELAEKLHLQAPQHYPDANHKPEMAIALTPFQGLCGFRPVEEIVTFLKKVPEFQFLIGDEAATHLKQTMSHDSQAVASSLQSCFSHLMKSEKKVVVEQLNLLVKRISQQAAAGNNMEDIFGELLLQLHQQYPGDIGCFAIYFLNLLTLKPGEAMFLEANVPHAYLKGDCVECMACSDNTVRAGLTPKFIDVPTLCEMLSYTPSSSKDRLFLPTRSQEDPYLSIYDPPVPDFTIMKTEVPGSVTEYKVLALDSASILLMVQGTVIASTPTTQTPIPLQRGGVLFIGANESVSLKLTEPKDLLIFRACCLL
TNAP inh no acc = TNAP (human) inhibition, acceptor-free conditions; purified TNAP, CDP-star luminescence, 30 min; P05186; inhibition, % at 20 µM; 0.26% of 200,000 active;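 active = tissue-nonspecific alkaline phosphatase inhibition above about 50% at 20 µM in the single-dose screen, limit read from the data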;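 also: 0% = DMSO negative control and 100% = EDTA positive control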
PMI act hi M6P = increases human PMI activity with near-saturating mannose 6-phosphate. P34949. coupled PMI enzyme assay, resazurin fluorescence, 20 min; hits give high values; 1 = untreated enzyme, 0 = substrate-free blank. activation factor at 20 µM. 0.34% of 190,000 active;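 active = activation factor of 2 or more at 20 µM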
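Test system – human PMI in coupled enzyme assay · Timing – 20 min incubation at room temperature · Detection – Diaphorase-driven resazurin-to-resorufin fluorescence, excitation 544, emission 590 nm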
FLuc inhib CS = counter-screen for luciferase assay inhibitors: firefly luciferase inhibition; ATPLite firefly luciferase biochemical luminescence, 10 min; inhibition, % at 10 µM; P08659; AID 1006; 1.5% of 200,000 active;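 active = inhibition above about 50% when tested at 10 µM, limit read from the data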
FLuc stim CS = affects firefly luciferase, flagging false hits in luciferase stimulation screens; activation factor at 10 µM; ATPlite luciferase biochemical, luminescence, 10 min; 0 = ATP-free wells, 1 = DMSO control; 200,000 tested, under 10 active;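 active = luciferase activation factor, scaled between plate controls, of at least 2 with compound at 10 µM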
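System: luciferase plus luciferin reagent, cell-free; medium: PBS as buffer for the ATP substrate; dosing: test compounds dosed from 2 mM stocks in 100% DMSO; timing: 10 min post-reagent at room temperature; measured by: luminescence measurement of luciferase light output; evaluation: luciferase activation, seen as luminescence increase over controls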
NF-kB neuron act = compounds increasing NF-kB expression in human neuronal cells. NF-kB reporter expression; hits give high values. fold change at 12.5 µM. 1.6% of 190,000 active. AID 1239; in the data active = fold change above about 3.3
bIAP act = intestinal alkaline phosphatase (bovine) activation; purified bovine IAP, CDP-star luminescence, 30 min; hits give high values; fold of DMSO-control signal, blank-subtracted; activation factor at 20 µM; AID 1016; 0.17% of 200,000 active;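 active = activation factor of 2 or more at 20 µM, a signal rise over negative controls twice the positive control's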
* = called active by the depositor; . = not tested or not shown.

Results follow in this order: TNAP act hiacc	TNAP inh hiacc	APP 5'UTR act	PMI activator	TNAP inh no acc	PMI act hi M6P	FLuc inhib CS	FLuc stim CS	NF-kB neuron act	bIAP act
CC(NC(=O)c1cc(-c2ccc(Br)cc2)on1)c1ccccc1 (configuration not stated)
 : 1	-2	-8	0.9	-11	1	-1	1	1.2	0.8
Cc1cc(C)cc(-n2c(N)c(C(=O)Nc3c(C)n(C)n(-c4ccccc4)c3=O)c3nc4ccccc4nc32)c1
 : 1.1	-5	-15	0.9	6	1	-6	1.1	0.58	1
CCSC1=NCCN1S(=O)(=O)c1ccc(F)cc1
 : 1	2	4	1.2	-4	1.1	5	0.9	1.2	1
Cc1ccc(CNC(=O)CN(c2cccc([N+](=O)[O-])c2)S(=O)(=O)c2ccccc2)cc1
 : 1	0	5	0.7	-6	0.8	-2	1	0.76	0.8
O=C(O)CC(NCc1ccco1)C(=O)OCC1CCCO1 (configuration not stated)
 : 0.9	8	10	1	2	1.1	5	0.9	1.3	1
O=C(Nc1ccc2oc(Cc3ccc(Cl)cc3)nc2c1)c1cccnc1
 : 1	-1	1	1	10	0.9	-8	1.1	0.86	1
CCN(CC)S(=O)(=O)c1cccc(C(=O)N/N=C(\C)c2cccs2)c1
 : 1	1	112	1.1	-6	1.1	47	0.5	2.8	0.9
CCC(C)/C(C)=N/NC(=O)c1cn(-c2ccccc2)nc1-c1ccccc1 (configuration not stated)
 : 1	-4	-10	0.9	-23	1	-5	1	0.89	0.7
CCC(=S)/C=C1\Sc2ccccc2N1CCCS(=O)(=O)O
 : 1	-2	24	1	-4	1.1	-5	1	1.2	0.9
COc1ccc(CNC(=O)C2CC(=O)N(c3ccc(OCC(=O)N4C(C)CCCC4C)cc3)C2)cc1 (configuration not stated)
 : 1	-4	2	1	-15	1	0	1	0.62	1.2
CCOc1ncccc1C(=O)Nc1ccc(S(=O)(=O)N2CCCC2)cc1
 : 1.1	-5	9	1	-11	0.9	-6	1.1	1.2	1
C#CCOC(=O)C(NC(=O)c1ccccc1)=C1CCCCC1
 : 1	-5	13	1	-13	1	-3	1	1.1	0.9
Cc1cccc(NC(=O)c2cnn(-c3ccc(F)cc3)c2C2CCNCC2)c1C
 : 1	-2	-10	1.2	-14	1	-9	1.1	1.1	1
COc1ccc(-n2c(Cc3cc(=O)[nH]c(=O)[nH]3)nnc2SCC(=O)NC2CCCC2)cc1
 : 1.1	-7	1	1.1	-13	1.1	-5	1.1	1.1	1
COc1ccc(C(=O)NC(=S)N2CCN(c3ccc([N+](=O)[O-])cc3)CC2)cc1
 : 0.9	7	7	1	-30	1	-1	1	1.1	0.9
CCOc1c(Br)cc(C(N)=O)cc1OC
 : 1.1	-8	20	1.1	-13	0.9	2	1	1.2	0.9
O=C(CSc1n[nH]c(-c2ccco2)n1)N1c2ccccc2Sc2ccccc21
 : 1.1	-5	-8	0.9	27	0.9	0	1	1.1	1.2
O=C(Nc1ccccc1Cl)N1CCN(c2ccc3nnc(-c4ccc(F)cc4)n3n2)CC1
 : 1	-1	-6	0.9	-12	0.9	-3	1	0.67	1.1
O=C(CCCn1c(SCC(=O)c2ccc(F)cc2)nc2ccccc2c1=O)NCc1ccccc1
 : 1	-2	-4	1.1	18	1	-8	1.1	0.82	0.9
CCCCOc1ccc(S(=O)(=O)Nc2cc(OC)ccc2OC)cc1
 : 1	2	-4	0.8	-5	0.8	-1	1	0.7	0.8
c1cncc(CSc2nnc3ccc(-c4cccs4)nn23)c1
 : 1	-5	-6	1.2	-15	1	-4	1	1.2	1.2
CC12CCC(c3c(C(=O)Nc4nccs4)nn(-c4ccccc4)c31)C2(C)C (configuration not stated)
 : 1	-4	-6	1.1	-7	0.9	-3	1	1.1	1.3
O=C(O)c1c(NC(=O)c2cccc3ccccc23)sc2c1CCC2
 : 1	-5	2	1	1	1.1	5	0.9	0.93	1
CCOC(=O)C1CCN(C(=O)Nc2ccc(Cl)cc2Cl)CC1
 : 1.1	-5	1	1.2	-4	1.1	-5	1.1	1.4	1
Nc1ccc(Br)c2cccnc12
 : 1	-4	-6	1.1	-8	0.6	-10	1.1	1.2	1
O=C(Nn1cnnc1)c1ccc(F)c(S(=O)(=O)N2CCCCC2)c1
 : 1.1	-5	0	1.1	3	1	-6	1.1	1.3	1.1
Cc1ccnc(NC(=O)CS(=O)(=O)Cc2ccccc2)c1
 : 1	1	-24	1	3	1.1	-5	1.1	0.85	0.8
COc1ccc(OCCC(=O)OCC(=O)c2ccc[nH]2)cc1
 : 1	4	1	0.8	-12	0.6	2	1	.	1
CCC1S/C(=N/N=C/c2ccco2)NC1=O (configuration not stated)
 : 1	0	-16	1	-2	0.9	4	1	1.3	1
CC(C)Cn1cc(C(=O)NCC2CCCO2)c2c3ccccc3n(C)c2c1=O (configuration not stated)
 : 1	3	-13	0.8	0	0.8	0	1	1.1	0.9
CCCNC(=O)CN1C(=O)NC(CCc2ccccc2)C1=O (configuration not stated)
 : 1	-4	17	1.1	-2	1.1	-4	1	1.2	1.1
COc1ccc(C(=O)NCC(=O)OCC(=O)Nc2c(C)n(C)n(-c3ccccc3)c2=O)cc1
 : 1	-1	-7	1	-15	1	-5	1	0.97	1.2
NC(=O)C1CCN(CC(=O)NC(=O)NC2CCCC2)CC1
 : 1	-4	20	1.1	-8	1.1	-7	1.1	1.1	1
CCOC(=O)c1cc2c(ccn2C)n1CC(=O)N1CCC(C)CC1
 : 1	-1	14	1	-6	0.9	-5	1	1	1.1
N#CC1=C(S)N=C(N)C(c2nc(-c3ccccc3)cs2)C12CCCC2 (configuration not stated)
 : 1	-2	13	0.9	-3	0.9	-4	1	1.2	1.3
C=CCNC(=O)NC(=O)COC(=O)CC(NC(N)=O)c1ccc(Cl)cc1 (configuration not stated)
 : 1	2	-12	1	16	1	-15	1.2	0.95	1
CC(=O)c1ccc(NC(=O)C(NC(=O)c2ccccc2)=C(C)C)cc1
 : 1	2	22	1.2	-10	1.2	-2	1	0.97	1
Cc1n[nH]c(=S)n(NC(=O)CC(=O)Nn2c(=S)[nH]nc(C)c2=O)c1=O
 : 0.9	5	2	0.5	-181	0.4	-3	1	1	1.3
COc1ccc(OC)c(C(=O)COC(=O)CNC(=O)C2CCCCC2)c1
 : 1	-4	11	1	-3	1	-4	1	1.1	1
CC1(C)CC(=O)c2cnc(NC(=O)C3CCCC3)nc2C1
 : 1.1	-7	3	1	-12	1	-2	1	1.3	1
O=C(NC(=S)Nc1nc2c(s1)CCCC2)c1ccc(C(=O)c2ccccc2)cc1
 : 0.9	5	-5	0.9	6	0.9	1	1	1.1	0.9
O=C(N/N=C/c1ccccn1)C12CC3CC(CC(C3)C1)C2
 : 1	2	3	0.9	14	0.9	22	0.8	1.1	0.9
C#CCOCCOCCOCCNc1nc(N2CCN(C(=O)[C@H](CCC(=O)O)n3cc(C(N)Cc4ccc(O)cc4)nn3)CC2)nc(N2CCN(C(=O)[C@H](CCC(=O)O)n3cc(C(N)[C@H](C)CC)nn3)CC2)n1 (some centres not stated)
 : 1	-2	-5	1	-4	1.3	0	1	1.2	1
O=C(NCc1cccnc1)c1cc(Sc2cccc(Cl)c2)nc2ccccc12
 : 1	-4	17	0.9	-13	1	-6	1.1	0.37	0.9
c1ccc(-n2cnc3cc(NCc4ccncc4)ccc32)cc1
 : 1	-5	-3	0.8	-13	0.8	11	0.9	1.3	1.1
COC1(OC)N=C(N)C2(C#N)C(c3ccc(F)cc3)C12C#N (configuration not stated)
 : 1.1	-7	5	1	-7	1	-10	1.1	1.3	1.1
Cc1cc([N+](=O)[O-])nn1CCCC(=O)Nc1cc(Cl)ccc1Cl
 : 1	-1	-1	1	-9	1	0	1	1.1	1
CC(NC(=O)C1(c2cccs2)CCOCC1)c1ccccc1 (configuration not stated)
 : 1.1	-7	17	0.9	-1	1.1	-6	1.1	1	0.7
CCCCOC(=O)Nc1nnc(Cc2ccc(Cl)cc2)s1
 : 1	-1	5	1.1	-23	1.1	-4	1	1.3	0.9
Fc1ccccc1-c1nc(-c2ccccc2)no1
 : 1	0	157*	1	-9	1	60*	0.4	6.5*	0.9

Brought forward from above: 2 entries; new compounds follow.
Results follow in this order: TNAP act hiacc	TNAP inh hiacc	APP 5'UTR act	PMI activator	TNAP inh no acc	PMI act hi M6P	FLuc inhib CS	FLuc stim CS	NF-kB neuron act	bIAP act
CCCCOC(=O)Nc1nnc(Cc2ccc(Cl)cc2)s1
 : 1	-1	5	1.1	-23	1.1	-4	1	1.3	0.9
Fc1ccccc1-c1nc(-c2ccccc2)no1
 : 1	0	157*	1	-9	1	60*	0.4	6.5*	0.9
CC(=O)NCC(=O)N(C)C(C(=O)Nc1ccc2c(c1)OCCO2)c1ccc(C)cc1 (configuration not stated)
 : 1	-3	2	1.1	-10	0.9	-3	1	1.2	1
CNC(=O)C(=O)NCCc1ccc(Cl)cc1
 : 1	-3	10	1.1	0	1	-10	1.1	1.1	0.9
COc1ccc(OC)c(CNC(=O)C2CCN(S(=O)(=O)N3CCCC3)CC2)c1
 : 1	-4	7	0.9	-12	1	-6	1.1	1.1	1
CC(C)Oc1ccc(C(CC(=O)N(C)CCC#N)c2ccc(F)cc2)cc1 (configuration not stated)
 : 1	1	-12	0.9	-7	0.9	-6	1.1	0.93	0.9
CCN(CC)c1ccc(N=Cc2ccc([N+](=O)[O-])o2)cc1
 : 1	4	2	0.6	36	0.4	34	0.7	0.86	1
O=C(CSC1=Nc2ccccc2C2=NC(CC(=O)NCc3ccco3)C(=O)N12)NCC1CCCO1 (configuration not stated)
 : 1	-3	12	0.9	-12	0.7	0	1	1.4	1
CCOC(=O)c1sc(=S)n(C)c1NC(=O)c1ccccc1
 : 1	0	4	0.5	-8	0.8	-3	1	0.93	0.7
CC(C)CCN1CCN(Cc2cccc3nonc23)CC1CCO (configuration not stated)
 : 1	-4	7	1.1	-10	1.1	-4	1	1.1	0.9
CC(=O)NC(Cc1c[nH]c2ccccc12)C(=O)OCC(=O)N1CCCCCC1 (configuration not stated)
 : 1	-2	10	1	-10	1	-6	1.1	0.97	1.1
CCOC(=O)CSc1ccc2nnc(CCNS(=O)(=O)c3ccccc3)n2n1
 : 1	-5	20	1	-14	1	-5	1.1	1.1	0.9
O=C(c1ccc(CS(=O)(=O)c2ccc(Br)cc2)o1)N1CCN(c2ccccn2)CC1
 : 1.1	-6	-9	1	1	1	-3	1	0.75	1
COc1ccc(CC(=O)N2CC(C)CC(C)C2)cc1OC (configuration not stated)
 : 1	-1	14	0.9	-3	0.9	-3	1	0.96	1

Two records picked at random from those above:
Results follow in this order: TNAP act hiacc	TNAP inh hiacc	APP 5'UTR act	PMI activator	TNAP inh no acc	PMI act hi M6P	FLuc inhib CS	FLuc stim CS	NF-kB neuron act	bIAP act
O=C(CSC1=Nc2ccccc2C2=NC(CC(=O)NCc3ccco3)C(=O)N12)NCC1CCCO1 (configuration not stated)
 : 1	-3	12	0.9	-12	0.7	0	1	1.4	1
COc1ccc(OC)c(CNC(=O)C2CCN(S(=O)(=O)N3CCCC3)CC2)c1
 : 1	-4	7	0.9	-12	1	-6	1.1	1.1	1

Source: PubChem BioAssay
